MC4R antagonist: human MC4R antagonism in cAMP assay | P32245 | MC4R-expressing cells, MTII-stimulated cAMP, LANCE TR-FRET | inhibition, % at 6.5 µM | 360,000 tested, 0.48% active | AID 540295;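 active means inhibition above its plate's cutoff, the mean of tested wells on that plate plus 3 SD, cut at about 29% in these data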;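 further: 0% = Melanotan II alone and 100% = Melanotan II plus saturating MCL0020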
Target sequence (P32245 whole entry, looked up): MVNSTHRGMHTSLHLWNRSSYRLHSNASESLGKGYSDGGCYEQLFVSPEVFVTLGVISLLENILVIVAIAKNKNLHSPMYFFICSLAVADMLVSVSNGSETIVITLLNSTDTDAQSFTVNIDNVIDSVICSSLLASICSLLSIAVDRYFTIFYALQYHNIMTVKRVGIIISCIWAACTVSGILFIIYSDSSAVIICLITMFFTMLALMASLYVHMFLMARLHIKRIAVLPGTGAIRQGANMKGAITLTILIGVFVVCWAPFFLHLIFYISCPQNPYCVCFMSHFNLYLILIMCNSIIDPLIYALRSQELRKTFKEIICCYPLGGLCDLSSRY
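System: U2OS-MC4R stable cell line; Technique: Eu-cAMP/anti-cAMP TR-FRET, emission 671 nm; Repeats: single well per compound; Also added: Melanotan II; Dosing: one concentration, 6.5 µM nominal; Schedule: 30-min compound, 1-h challenge, 1-h detection, room temperature.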
m5-HT2A agonist: activates the mouse 5-HT2A serotonin receptor. CHO-K1 mHTR2A beta-arrestin complementation, luminescence; percent of 30 µM serotonin response. activation, % at 7.6 µM. 360,000 tested, 0.66% active;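 active means activation above a run cutoff, the mean activation of all tested compounds plus 3 SD, cut at about 14% in these data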;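 further: 0% = plate median of compound wells and 100% = 30 µM serotonin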
CaV13 ICDI inh: Primary screen for inhibitors of IQ motif and Ca2+-dependent inactivation inhibitor domain binding in CACNA1D, Förster resonance energy transfer in living cells, …; HEK cells, CFP/YFP FRET ICDI-IQ, plate reader, 10 min; percent FRET-ratio fall versus neutral wells; inhibition, % at 12.3 µM; 340,000 tested, 0.098% active; AID 743397;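 active means mean replicate inhibition of at least 30% and at least 1% of replicates passing that level; inconclusive means only one of the two criteria is met; inactive means neither criterion is met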;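 further: 0% = median of the neutral control wells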
ABCB6 inh 2: human ABCB6 transporter inhibition; 360,000 tested, 0.19% active; AID 602162; K562-ABCB6 porphyrin accumulation, flow cytometry, 1 h; hits give low values; fluorescence ratio to DMSO, % at 10 µM; Q9NP58;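 active means fluorescence ratio to DMSO below 75%, the collection mean minus 3 SD; inconclusive means too few cells collected in the well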;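 further: signal is porphyrin accumulated inside mitochondria; 100% equals median channel fluorescence of DMSO control wells; lower ratio means ABCB6 inhibition with less porphyrin fluorescence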
Glyco luc inh: blocks N-linked glycosylation in D54 reporter cells; D54 ERlucT glycosylation luciferase reporter, 24 h; percent of 100 nM tunicamycin response; reporter increase, % at 12.5 µM; 360,000 tested, 0.23% active; AID 588692;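 active means mean luciferase reporter signal, scaled so untreated is 0 and the glycosylation-blocking control 100, at or above a set limit in every replicate; inconclusive means mean reaches the limit but not every replicate does; inactive means mean below the limit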;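 further: luciferase carries N-glycosylation sites so blocking glycosylation raises the light; 0% = median of neutral control wells and 100% = median of 100 nM tunicamycin wells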
H9c2 protect: myocardial damage modulation in H9c2 cells; H9c2 cardiomyocytes, H2O2 injury protection, ATPLite, 2 h; protection from H2O2 cell death, % at 20 µM; 360,000 tested, 0.63% active; AID 588492;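 active means compounds giving at least 50% protection of heart cells from peroxide-induced death in the single-dose screen, raw or plate-pattern-corrected value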;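 further: 0% = DMSO wells with peroxide and 100% = DMSO wells without peroxide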
MC4R barr agon: agonists of human melanocortin 4 receptor (MC4R) beta-arrestin; U2OS MC4R beta-arrestin complementation, luminescence; percent of melanotan II response, DMSO zero; activation, % at 8.9 µM; 360,000 tested, 0.98% active; P32245;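 active means activation above a per-plate cutoff, the mean activation of sample wells on that plate plus 3 SD, cut at about 8% in these data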
PDI turbidity: inhibitors of human protein disulfide isomerase; inhibition, % at 10 µM; AID 588391; 350,000 tested, 0.052% active; P07237; PDI insulin aggregation turbidity, A650, 90 min;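 active means mean inhibition across replicates of 30% or more, whatever share of single replicates reach that level; inconclusive means mean inhibition below 30% while every single replicate reaches 30%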;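 further: absorbance from insulin aggregation driven by PDI reduction with DTT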
Target sequence (P07237 whole entry, looked up): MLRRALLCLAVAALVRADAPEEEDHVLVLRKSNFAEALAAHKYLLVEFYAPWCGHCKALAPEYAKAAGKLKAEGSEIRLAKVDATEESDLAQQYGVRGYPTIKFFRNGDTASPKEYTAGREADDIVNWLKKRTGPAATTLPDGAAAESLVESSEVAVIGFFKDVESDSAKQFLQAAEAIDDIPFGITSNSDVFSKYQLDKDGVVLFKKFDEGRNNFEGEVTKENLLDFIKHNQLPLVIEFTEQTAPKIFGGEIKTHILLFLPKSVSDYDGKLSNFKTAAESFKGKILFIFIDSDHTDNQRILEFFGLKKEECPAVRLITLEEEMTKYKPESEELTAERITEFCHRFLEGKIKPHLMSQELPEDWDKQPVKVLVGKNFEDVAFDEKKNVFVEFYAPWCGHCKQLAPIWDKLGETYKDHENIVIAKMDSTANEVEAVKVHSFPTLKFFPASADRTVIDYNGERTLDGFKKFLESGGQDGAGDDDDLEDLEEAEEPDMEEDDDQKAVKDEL
aDG glyco up: increases alpha dystroglycan glycosylation | activation, % at 10 µM | 360,000 tested, 0.22% active | Pro5-aDG cells, alpha-DG glycosylation AlphaScreen (IIH6); 0% Pro5, 100% B10-LARGE cell signal;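 active means activation of at least 8% versus controls, or a plate z-score of at least 8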;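 further: Pro5 are CHO cells carrying HIG-tagged alpha-DG that lacks glycosylation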
Vif inh: HIV Vif inhibition. 340,000 tested, 0.35% active. HEK293T cells, Vif self-association by quenched fluorescence, imaging, 24 h. inhibition, % at 7.49 µM; in the data active means inhibition above about 50%, passing the limit was not always enough; inconclusive means no clear call, values can overlap the other calls; inactive means below about 31%; further: some results filed as inactive read as strong as hits
* marks the source's active call; other numbers are inactive results; ? = inconclusive; . = no result given.

SMILES	MC4R antagonist	m5-HT2A agonist	CaV13 ICDI inh	ABCB6 inh 2	Glyco luc inh	H9c2 protect	MC4R barr agon	PDI turbidity	aDG glyco up	Vif inh
Cc1ccc(C)c(Cn2c3ccccc3c3cnn(CC(=O)NCCCN4CCOCC4)c(=O)c32)c1	1	2	-2	102	-1	2	-3.2	1	0.3	-8
O=c1[nH]c(Cc2ccccn2)nc2scc(-c3ccccc3Cl)c12	15	2	6	119	0	12	0.6	5	0.2	-4
COc1ccc(C)cc1NS(=O)(=O)c1ccc2c(c1)CCN2C(C)=O	6	1	-20	108	2	-13	0.0	8	0.3	1
CC(=O)Nc1ccc(Oc2ccc([N+](=O)[O-])cc2Cl)cc1	3	-3	-4	109	-3	-9	-4.6	-9	0.4	-2
O=C(NCC1CCCO1)C1CC(=O)N(c2ccc(F)c(Cl)c2)C1 (centres undefined)	8	-3	-7	99	1	-5	-0.1	-8	-0.2	4
C=CCNC(=O)C1CCCN(S(=O)(=O)c2ccc(-n3cnnn3)cc2)C1 (centres undefined)	0	2	-3	83	4	1	-0.7	1	0.3	2
Cc1ccc(C(=O)COC(=O)c2ccncc2)cc1[N+](=O)[O-]	21	-1	-18	98	0	4	-0.4	8	-0.2	12
CC1=C(C(=O)NCc2ccccc2)C(c2cccs2)NC(=S)N1 (centres undefined)	8	-2	-1	97	0	8	-2.4	2	-0.1	-2
COc1cccc(C(c2nnnn2C2CCCC2)N2CCN(C/C=C/c3ccccc3)CC2)c1OC (centres undefined)	.	-6	-5	105	-3	0	.	.	-0.2	.
C=CCn1c(SCC(=O)Nc2c(C)cccc2C)nnc1-c1ccncc1	0	-3	.	103	1	0	-0.2	-6	0.0	0
CCCCn1nnnc1C(c1cc2ccccc2o1)N1CCN(c2ccncc2)CC1 (centres undefined)	.	0	-6	95	.	.	.	.	0.7	.
COc1ccccc1-c1cc2nc(C)c(CCC(=O)NC(C)CCc3ccco3)c(C)n2n1 (centres undefined)	8	1	-6	96	-4	24	-0.2	0	-0.1	.
CCCS(=O)(=O)NC(=O)C1(C)CCCN(C(=O)c2ccccc2OC)C1 (centres undefined)	9	0	-9	96	1	1	0.3	3	0.2	-7
O=C(Cn1nnc2c(cnn2-c2ccccc2)c1=O)NCc1cccs1	4	-2	.	98	2	-8	-2.6	8	0.0	6
NNC(=O)Cn1nc2n(c1=O)-c1ccccc1SC2	-3	-1	-4	99	1	-3	-3.3	-3	0.1	-2
COc1ccccc1NC(=O)CSC1CC(=O)N(c2ccc3c(c2)OCO3)C1=O (centres undefined)	11	2	-8	103	0	7	-1.6	0	0.0	-5
O=c1[nH]cc(NCCNc2ncc(C(F)(F)F)cc2Cl)c(=O)[nH]1	-6	2	-5	95	1	-1	0.6	20	0.7	0
C/C(CCc1ccccc1)=N\NC(=O)C(=O)Nc1cccc(Cl)c1	-4	-5	-4	92	2	-12	2.1	-10	-0.2	1
Cc1nnc(NC(=O)c2ccc(S(=O)(=O)N3CCc4ccccc4C3)cc2)o1	-3	-3	7	98	3	17	-0.3	14	0.2	3
CCNC(=O)CSc1nnc(-c2cccc(S(=O)(=O)N3CCOCC3)c2)o1	3	-2	-6	96	1	3	-0.4	7	0.0	?
CCCC(C)NC(=O)COc1ccc(S(=O)(=O)c2ccc(OCC(=O)NC(C)CCC)cc2)cc1 (centres undefined)	1	1	-5	102	-1	-3	-2.7	-2	-0.2	11
CCOc1nc(C)cc(COC)c1C(N)=O	16	-2	-2	102	1	7	-0.6	2	-0.2	-1
NS(=O)(=O)c1cc(C(=O)NNC(=O)c2ccc3c(c2)OCO3)ccc1Cl	0	2	-7	101	0	4	-0.2	-2	0.2	7
CCCC1OC(c2ccco2)OCC1CC (centres undefined)	-2	-1	-5	97	-1	3	-0.7	-1	-0.2	-11
Cc1cc(C)n(-c2n[nH]c(C)c2[N+](=O)[O-])n1	4	-4	2	97	2	-7	-1.9	-1	0.5	0
CSCCC(NC(=O)c1ccccc1Cl)C(=O)Nc1ccc(C)c(S(=O)(=O)N2CCOCC2)c1 (centres undefined)	29*	3	-6	91	-2	8	3.0	9	2.2	14
CN(C)c1cccc(C(=O)N(Cc2ccccc2)Cc2ccccc2)c1	5	1	-7	99	-4	2	-1.0	3	0.0	10
COc1ccc(C(=O)Nc2cc(C)on2)cc1OC	4	6	-20	100	2	1	1.0	0	0.0	-4
CCC(=O)Nc1ccc(Nc2ccccc2)cc1	-3	-6	-4	100	1	3	-0.5	-5	-0.4	5
Nc1nc(CCOc2ccc(F)cc2)cs1	-4	-1	0	99	0	0	-1.6	6	0.0	-2
N#Cc1ccccc1OCC(=O)N1CCc2ccccc2C1	2	1	-3	99	-1	-5	-2.3	-1	0.4	0
O=C(c1cccc(S(=O)(=O)N2CCN(c3ccc(F)cc3)CC2)c1)N1CCCC1	9	0	-5	88	-1	-5	-0.6	-5	-0.3	-5
CC(C)c1ccc(Nc2nc(Cl)nc(Cl)n2)cc1	6	1	0	110	2	-6	0.3	12	-0.2	4
COC(=O)C(CC(C)C)NC(=O)c1ccc(F)cc1 (centres undefined)	8	2	-9	81	1	2	-1.8	-2	0.1	-4
CCCc1cc(=O)[nH]c(SCC(=O)Nc2nc(-c3ccccc3)cs2)n1	16	-1	-4	101	-1	-2	0.7	-3	-0.1	-4
CC(C)CCSc1nc(N)c(C#N)cc1C#N	-12	3	-5	103	-11	-3	0.5	3	-0.1	.
O=C1Nc2ccc([N+](=O)[O-])cc2C1(O)N1CCCCC1 (centres undefined)	2	-2	.	80	-1	2	-0.4	-1	-0.1	14
COc1ccc(N(C(=O)c2cccnc2)S(=O)(=O)c2ccc(F)cc2)cc1	15	-5	4	110	-1	16	0.7	.	0.2	-1
CC(=O)N/C(=N/c1nc(C)cc(C)n1)Nc1cccc(C)c1	1	-7	-4	87	1	-4	-2.6	10	0.1	-7
CC(C)(C)S(=O)(=O)N1Cc2cc(=O)n(Cc3ccccc3)c(CCO)c2[C@H]1CCO	1	9	-3	98	0	0	1.0	5	0.5	13
Cc1nnc(-c2ccccc2)[nH]c1=O	3	3	-2	97	3	2	0.5	5	-0.2	-10
Cc1ccc(S(=O)(=O)c2nc(NCCCn3ccnc3)sc2Cl)cc1	2	-5	.	103	2	0	-1.0	-1	0.1	-4
CN1C(=O)c2cccc(NCCCCCCN3C(=O)c4ccccc4C3=O)c2C1=O	11	-2	.	90	-1	-20	-1.2	-1	4.5*	-21
FC(F)(F)c1ccccc1-c1ccc2nncn2c1	-13	-1	-11	92	3	6	-1.2	-12	0.0	6
CN(C)CCCNc1cn[nH]c(=O)c1Cl	-3	8	-8	102	-2	3	1.7	2	0.0	?
CCc1nn(CC(=O)NCCCN2CCN(CC)CC2)c(=O)c2cc3occc3n12	1	-2	-2	99	3	5	-2.0	-1	0.1	-1
CCOC(=O)c1cccc(NC(=O)c2ccc(N(C)C)cc2)c1	1	-2	-4	95	-2	-11	0.4	-1	0.5	-6
CCn1c(CNS(=O)(=O)c2ccc(Br)cc2)nnc1SC	1	4	-7	98	2	1	-1.4	3	-0.1	4
CCOc1ccc(Cl)cc1-c1cc(C(=O)NCc2cccc(C(F)(F)F)c2)[nH]n1	2	-6	-8	99	-2	-9	2.0	1	0.5	15
CCOC(=O)CSc1nc2sc3c(c2c(=O)[nH]1)CCCC3	10	-1	-12	101	2	20	-0.4	23	-0.1	-8
CC(C)N(C(=O)CN(C#N)c1nc(N(C)C)nc(N(C)C)n1)c1ccccc1	-9	-2	-8	90	1	-2	2.9	1	0.0	0
COc1ccc(-n2ncc3c(N4CCN(c5cc(C)ccc5C)CC4)ncnc32)cc1	0	10	-5	93	-1	-12	-0.1	0	0.2	.
Cc1ccc(CCNC(=O)CN2C(=O)CSc3ccc(S(=O)(=O)N4CCOCC4)cc32)cc1	7	-3	-11	91	0	10	-1.2	7	0.2	1
CC(=O)c1c(N2CCN(Cc3ccccc3)CC2)nc(=S)n(Cc2ccccc2)c1C	5	0	-2	103	-1	-10	-0.6	11	0.3	-12
CCOC(=O)N1CCN(C2=C(NS(=O)(=O)c3ccccc3)C(=O)c3ccccc3C2=O)CC1	14	1	-14	99	0	-8	-3.6	8	2.5	0
O=C(NCCC1CCCCN1S(=O)(=O)c1ccc(F)cc1)C(=O)NCCN1CCOCC1 (centres undefined)	0	-2	-1	99	2	-6	0.2	-1	-0.3	-1
O=C1N/C(=C/c2cccs2)C(=O)N1Cc1ccccc1F	-1	0	-5	103	1	4	-1.7	4	-0.3	-2
COc1ccc(NC(=O)COC(=O)c2ccc3c(c2)OCCO3)cc1OC	14	9	-5	89	0	-10	17*	-3	0.1	-2
COc1ccc(C)cc1NC(=O)ON=C1CCCCC1	.	-4	-9	95	2	-1	.	.	0.1	8
Cn1cnnc1Sc1cc(N2CCN(S(=O)(=O)c3ccc4ccccc4c3)CC2)ccc1[N+](=O)[O-]	20	1	-8	95	0	-9	-1.9	-3	1.1	-14

Going on with the list:
SMILES	MC4R antagonist	m5-HT2A agonist	CaV13 ICDI inh	ABCB6 inh 2	Glyco luc inh	H9c2 protect	MC4R barr agon	PDI turbidity	aDG glyco up	Vif inh
COc1ccc(C)cc1NC(=O)C(c1ccccc1)N1CCN(CC(=O)NC2CC2)CC1 (centres undefined)	10	3	-1	100	-1	2	-0.7	10	0.0	-6
Cc1cnc(NC(=O)C(C)N2C(=O)C3CC=CCC3C2=O)s1 (centres undefined)	-6	9	-5	83	3	8	-1.5	1	-0.1	4
CCOC(=O)C1=C(Nc2ccc(Cl)cc2)OCC1=O	2	3	5	99	-2	2	2.2	14	0.1	-4
O=C(CCCc1nc2ccccc2s1)N1CCN(c2ccccc2F)CC1	11	-3	-4	94	1	1	-1.4	-15	0.3	3
CCCC(=O)Nc1ccc2c(c1)nc(CN1CCCC1)n2C	12	2	-5	96	1	1	-1.8	-2	-0.2	-7
Cc1occc1C(=O)N/N=C/C(Br)=C/c1ccccc1	-1	-5	10	89	-6	-21	-0.1	-4	4.3	-4
Cc1cc(C(=O)COC(=O)COc2ccccc2C#N)c(C)n1CC1CCCO1 (centres undefined)	13	4	-7	94	2	-5	-2.6	-27	-0.4	-7
COC(=O)c1nccc2c1[nH]c1ccccc12	5	3	.	96	2	1	-0.7	.	0.2	-3
O=C(OCc1c(-c2ccccc2)ncc2ccccc12)N1CCOCC1	2	-3	-10	89	1	-8	-0.8	-11	0.3	-14
C=CCn1c(N)c(C(=O)Nc2cccc(C)c2)c2nc3ccccc3nc21	6	20*	-4	122	.	-2	-1.4	-7	-0.3	.
CCN(CC)C(=O)CN1C(=O)COCC1=O	-7	7	-7	100	1	-4	0.4	1	-0.3	-2

Source: PubChem (several laboratories)
